Screening results (PubChem)
GSK3 alpha inh: blocks human GSK-3 alpha kinase | 320,000 compounds, 0.1% hits | inhibition, % at 10 µM | ADP-Glo luminescence, 60 min;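 in the data active = inhibition above about 50%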;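 note: GST-tagged GSK-3 alpha with peptide substrate and 25 µM ATP; 0% = DMSO neutral wells and 100% = GW8510 positive control wells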
Target sequence (P49840 whole entry, looked up): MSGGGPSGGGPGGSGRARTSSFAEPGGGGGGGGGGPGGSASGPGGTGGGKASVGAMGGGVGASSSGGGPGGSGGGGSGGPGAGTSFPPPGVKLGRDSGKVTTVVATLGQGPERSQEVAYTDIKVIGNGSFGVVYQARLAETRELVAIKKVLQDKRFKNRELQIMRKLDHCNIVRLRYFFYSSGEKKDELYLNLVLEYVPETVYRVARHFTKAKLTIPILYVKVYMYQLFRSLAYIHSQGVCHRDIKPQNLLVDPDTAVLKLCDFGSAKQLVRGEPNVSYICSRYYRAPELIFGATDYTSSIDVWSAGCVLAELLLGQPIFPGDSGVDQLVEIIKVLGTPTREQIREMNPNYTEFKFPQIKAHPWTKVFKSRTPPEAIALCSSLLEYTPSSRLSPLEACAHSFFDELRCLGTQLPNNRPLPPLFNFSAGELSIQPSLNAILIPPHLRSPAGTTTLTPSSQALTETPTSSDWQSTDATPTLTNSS
HDAC3 inhib: inhibitors of human histone deacetylase 3 | O15379 | recombinant HDAC3, fluorogenic peptide/trypsin coupled, fluorescence | inhibition, % at 8.3 µM | 320,000 compounds, 0.15% hits; in the data active = inhibition above about 26%, passing the limit was not always enough; inconclusive = no clear call, values can overlap the other calls
Target sequence (O15379 whole entry, looked up): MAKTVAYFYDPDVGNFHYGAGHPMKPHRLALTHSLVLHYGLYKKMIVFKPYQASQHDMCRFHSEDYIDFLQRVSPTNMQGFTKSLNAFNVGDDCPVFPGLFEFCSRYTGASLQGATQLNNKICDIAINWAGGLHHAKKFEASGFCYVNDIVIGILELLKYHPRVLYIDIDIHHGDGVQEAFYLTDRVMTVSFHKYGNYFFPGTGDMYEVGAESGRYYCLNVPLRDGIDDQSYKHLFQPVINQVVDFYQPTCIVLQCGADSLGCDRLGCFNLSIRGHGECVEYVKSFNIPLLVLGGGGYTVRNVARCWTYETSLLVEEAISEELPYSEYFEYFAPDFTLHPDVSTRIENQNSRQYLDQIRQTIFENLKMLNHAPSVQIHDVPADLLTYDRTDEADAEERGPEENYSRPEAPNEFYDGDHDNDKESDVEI
KCNK3 inh: human KCNK3 channel inhibition, primary screen; O14649; CHO-KCNK3 thallium flux, FluxOR fluorescence; active compounds read low; B-score at 10 µM; 340,000 compounds, 0.84% hits; AID 602410;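 active = B-score under library mean minus 4 SD, starting fluorescence ratio at most library mean plus 5 SD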;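 note: more negative B-score means stronger inhibition of thallium flux through KCNK3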
* marks the source's active call; other numbers are inactive results; i = inactive; ? = inconclusive.

SMILES	GSK3 alpha inh	HDAC3 inhib	KCNK3 inh
O=C(COC(=O)CCS(=O)(=O)c1ccccc1)Nc1ccc(N2CCCCC2)cc1	0	4	i
CCN(CC(=O)Nc1ccc(NC(C)=O)cc1)C(=O)c1ccc(=O)n(C)n1	0	-3	i
CC(=O)Nc1ccc(NC(=O)COC(=O)c2ccc(S(=O)(=O)NCc3ccco3)cc2)cc1	-4	-1	i
Cc1c(Br)cnn1C(C)C(=O)N1CCN(c2ccc(F)cc2)CC1 (configuration not stated)	23	-4	i
COC(=O)C1CCN(C(=O)COC(=O)CNC(=O)c2ccc(Cl)cc2Cl)CC1	-2	-4	i
CC(OC(=O)c1ccc(Cl)cc1)C(=O)NCC1CCCCC1 (configuration not stated)	2	2	i
O=C(CSc1nnc(Nc2ccccc2F)s1)NC1CCS(=O)(=O)C1 (configuration not stated)	0	?	i
CC1CCCC(NC(=O)COC(=O)c2ccc([N+](=O)[O-])s2)C1C (configuration not stated)	0	-11	i
COc1ccc(Cl)cc1NC(=O)CN(C)C(=O)CCNC(=O)c1ccccc1OC	23	0	i
Cc1cc(OCC(=O)OC(C)C(=O)Nc2ccc(N3CCOCC3)cc2)ccc1Cl (configuration not stated)	0	-2	i
O=C(Nc1ccc2c(c1)OCO2)C1CC1(Cl)Cl (configuration not stated)	4	-2	i
COc1ccc(S(=O)(=O)N2CCOCC2)cc1NC(=O)CN1C(=O)CN(C)C1=O	0	1	i
COc1ccccc1C(=O)NCCC(=O)OCC(=O)Nc1ccc(S(N)(=O)=O)cc1	0	7	i
CCCN(CC(=O)NC(=O)NC1CCCCC1)CC(=O)Nc1cc(Cl)ccc1Cl	-3	-3	i
Cc1ccc(C(=O)NCC(=O)NC2CCC(C)CC2)s1 (configuration not stated)	0	1	i
COc1ccc(S(=O)(=O)N2CCOCC2)cc1NS(=O)(=O)c1ccc(F)c(F)c1	-1	2	i
Cc1ccc(NC(=O)C(c2ccccc2)N2CCN(CC(=O)NC3CC3)CC2)cc1Cl (configuration not stated)	-2	3	i
O=C(COc1ccc(Br)cc1Cl)NC(=O)NC1CCCC1	1	1	i
Cc1cccc(NC(=O)CN(C)C(=O)C2CCCC2)c1C	22	-3	i
CC1CCCCC12NC(=O)N(CC(=O)OCc1cccc(F)c1)C2=O (configuration not stated)	0	-3	i

Reprinted from the part before: 2 entries; new compounds follow.
SMILES	GSK3 alpha inh	HDAC3 inhib	KCNK3 inh
Cc1cccc(NC(=O)CN(C)C(=O)C2CCCC2)c1C	22	-3	i
CC1CCCCC12NC(=O)N(CC(=O)OCc1cccc(F)c1)C2=O (configuration not stated)	0	-3	i
Cc1ccc(C(=O)OCC(=O)c2ccc(CC(=O)N3CCOCC3)s2)cc1C	-3	7	i
CC(Sc1nnc(N)s1)C(=O)NCc1ccc2c(c1)OCO2 (configuration not stated)	-3	6	i
Cc1ccc(CNC(=O)COC(=O)c2ccc(S(=O)(=O)NCc3ccco3)cc2)cc1	0	-1	i
COc1cc(NC(=O)COC(=O)c2ccc([N+](=O)[O-])s2)cc(OC)c1OC	1	4	i
Cc1nnc(SCC(=O)Nc2sc3c(c2C(N)=O)CCC(C)C3)[nH]c1=O (configuration not stated)	1	-1	i
CCCn1c(N)c(C(=O)CN(C)CC(=O)Nc2cccc(F)c2)c(=O)[nH]c1=O	2	0	i
O=C(Nc1ccc(F)cc1F)C1CC(=O)N(Cc2ccccc2)C1 (configuration not stated)	-2	2	i
CC(=O)c1ccc(S(=O)(=O)Nc2ccc(C(=O)NCCCn3ccnc3)cc2)cc1	-3	5	i
COc1ccc(NS(=O)(=O)c2cccc(C(=O)OCC(=O)c3c(N)n(C)c(=O)n(C)c3=O)c2)cc1	-5	4	i
CN(C(=O)COC(=O)Cc1ccc(Cl)cc1)C1CCCCC1	5	5	i
COCC(C)n1c(SCC(=O)NC2CCCCC2C)nc2ccccc2c1=O (configuration not stated)	3	1	i
O=S(=O)(Nc1ccccc1N1CCOCC1)c1ccc(Cl)cc1	1	-2	i
O=[N+]([O-])c1ccc(F)cc1F	-7	-4	i
Clc1ccccn1	-1	-3	i
CC(=O)Nc1ccc(S(=O)(=O)N[C@@H](C)C(=O)OCC(=O)c2ccc(C)cc2)cc1	-3	5	i
CC1CCC(NC(=O)CSc2ccc(S(=O)(=O)N(C)C)cn2)CC1 (configuration not stated)	1	-3	i
COc1ccc(S(=O)(=O)N(C)C)cc1NC(=O)COC(=O)Cn1cnc2ccccc2c1=O	-3	3	i
CCOC(=O)C1=C(COC(=O)Cc2ccc(OC)c(OC)c2)NC(=O)NC1C (configuration not stated)	0	-1	i
COc1ccc(CN(C)C(=O)CCN=C2NS(=O)(=O)c3ccccc32)c(OC)c1	-1	-5	i
COCc1c(C(=O)Nc2cccc(S(=O)(=O)N3CCCCC3)c2)oc2ccccc12	5	-1	-9.3*
O=C(OCC(=O)c1c[nH]c2ccccc12)c1cc(S(=O)(=O)N2CCOCC2)ccc1F	-2	?	i
O=C(Nc1ccc(Cl)c(S(=O)(=O)N2CCOCC2)c1)C1=NN(c2ccccc2)C(=O)CC1	-1	4	i
O=C(COC(=O)CNC(=O)c1ccc([N+](=O)[O-])o1)Nc1ncc(Cl)cc1Cl	7	2	i
O=C(COC(=O)CNC(=O)c1cccc(OC(F)F)c1)NCc1ccc2c(c1)OCO2	-1	5	i
O=C(COC(=O)c1ccc(F)cc1F)NCCC1=CCCCC1	-4	-9	i
Cc1cccc(NC(=O)Nc2ccc(S(=O)(=O)Nc3onc(C)c3C)cc2)c1	-4	-3	i
Cc1ccc(C(=O)Nc2cc(C(F)(F)F)ccc2-n2cncn2)o1	-3	2	i
CCN(Cc1ccc2c(c1)OCCO2)C(=O)CSc1nc(C)nc2sc(C)c(C)c12	2	-5	i
O=C(Nc1cccc(S(=O)(=O)N2CCCCCC2)c1)c1cncc(Br)c1	-1	2	i
CSc1ccc(Cl)c(C(=O)OCC(=O)N2CCN(C(=O)c3ccco3)CC2)c1	-2	8	i

Structural class: the entries above with fluorine (11)
SMILES	GSK3 alpha inh	HDAC3 inhib	KCNK3 inh
Cc1c(Br)cnn1C(C)C(=O)N1CCN(c2ccc(F)cc2)CC1 (configuration not stated)	23	-4	i
O=C(CSc1nnc(Nc2ccccc2F)s1)NC1CCS(=O)(=O)C1 (configuration not stated)	0	?	i
COc1ccc(S(=O)(=O)N2CCOCC2)cc1NS(=O)(=O)c1ccc(F)c(F)c1	-1	2	i
CC1CCCCC12NC(=O)N(CC(=O)OCc1cccc(F)c1)C2=O (configuration not stated)	0	-3	i
CCCn1c(N)c(C(=O)CN(C)CC(=O)Nc2cccc(F)c2)c(=O)[nH]c1=O	2	0	i
O=C(Nc1ccc(F)cc1F)C1CC(=O)N(Cc2ccccc2)C1 (configuration not stated)	-2	2	i
O=[N+]([O-])c1ccc(F)cc1F	-7	-4	i
O=C(OCC(=O)c1c[nH]c2ccccc12)c1cc(S(=O)(=O)N2CCOCC2)ccc1F	-2	?	i
O=C(COC(=O)CNC(=O)c1cccc(OC(F)F)c1)NCc1ccc2c(c1)OCO2	-1	5	i
O=C(COC(=O)c1ccc(F)cc1F)NCCC1=CCCCC1	-4	-9	i
Cc1ccc(C(=O)Nc2cc(C(F)(F)F)ccc2-n2cncn2)o1	-3	2	i

Next part:
SMILES	GSK3 alpha inh	HDAC3 inhib	KCNK3 inh
CC1(CCc2ccccc2)NC(=O)N(CC(=O)Nc2ccc(OC(F)F)cc2)C1=O (configuration not stated)	-1	-5	i
O=C(NCCC1=CCCCC1)C1CCN(S(=O)(=O)c2cccc(C(F)(F)F)c2)CC1	-2	8	i
Cc1cccc(NC(=O)CN2C(=O)NC3(CCCCCCC3)C2=O)c1C	-1	-2	i
Cc1cc(Br)ccc1NC(=O)CN(C)C(=O)CN1C(=O)NC(C)(C2CC2)C1=O (configuration not stated)	-5	-2	i
COC(=O)CC#N	-2	-1	i
O=C(c1ccco1)N1CCN(Cc2nc3ccccc3[nH]2)CC1	-2	1	i
Cc1cc(NC(=O)COC(=O)c2ccccc2O)no1	-3	4	i
Cc1cc(NC(=O)CSc2ncc(C(=O)O)n2-c2ccc(F)cc2)no1	-3	-9	i
O=C(NCC(=O)N1CCN(c2ncccn2)CC1)c1ccccc1F	-2	-3	i
CC(=O)Nc1ccc(S(=O)(=O)N(C)CC(=O)NNC(=O)c2cccs2)cc1	1	-1	i
C#CCOCCOCCOCCNc1nc(N2CCN(C(=O)[C@H](CCC(=O)O)n3cc([C@@H](N)CC(N)=O)nn3)CC2)nc(N2CCN(C(=O)[C@H](CCC(=O)O)n3cc([C@@H](N)CC(N)=O)nn3)CC2)n1	-1	-13	i
O=C(COC(=O)CC1CC2CCC1C2)Nc1ccc(F)cc1Cl (configuration not stated)	-6	1	i
CCn1c(SCC(=O)c2c(N)n(C3CC3)c(=O)[nH]c2=O)nnc1-c1ccccc1OC	1	-1	i
Cc1ccc(N(C)S(=O)(=O)c2cccc(C(=O)Nc3ccc(N4CCOCC4)cc3)c2)cc1	0	9	i
O=S(=O)(Nc1ccc2nc(N3CCOCC3)sc2c1)c1ccc(Cl)cc1	-1	1	i
C[C@H](NC(=O)c1nc[nH]c1C(=O)N1CCc2ccccc2C1)c1ccccc1	-1	2	i
COc1ccccc1N(C)S(=O)(=O)c1ccc(C)c(C(=O)NCc2ccccn2)c1	-3	-4	i
Cc1ccc(CONC(=O)c2cccc([N+](=O)[O-])c2)cc1	-2	1	i
COc1cc(/C=C/C(=O)O)ccc1OS(=O)(=O)c1c(C)c(C)cc(C)c1C	-6	0	i
COc1ccc(S(=O)(=O)NCCOc2ccc(Cl)cc2)cc1	-2	0	i
CC(C)C(=O)Nc1ccc(C(=O)CN2C(=O)NC3(CCOc4ccccc43)C2=O)cc1 (configuration not stated)	-4	1	i
CC(C)Cn1c(SCC(=O)N2CCc3ccccc3C2)nc(O)cc1=O	-1	2	i
Cc1c(C(=O)NNC(=O)c2csc(N3CCOCC3)n2)cccc1[N+](=O)[O-]	1	1	i
CC(=O)Nc1ccc(SCC(=O)Nc2ccc3c(c2)OCCO3)cc1	-4	8	i
O=C(COC(=O)c1nc(Cl)ccc1Cl)NCc1ccc(Cl)cc1	-1	0	i
Cc1cc(C(=O)Nc2cc(S(C)(=O)=O)ccc2Cl)c(C)o1	-2	-20	i
CCOC(=O)C1CCCN(C(=O)c2ccc(S(=O)(=O)Nc3ccccc3OC)cc2)C1 (configuration not stated)	0	4	i
O=C(COC(=O)C1CC1)Nc1ccc(Cl)cc1Cl	-3	6	i
COCCN(CCOC)C(=O)CSc1ccc(S(=O)(=O)N2CCN(C)CC2)cn1	-2	8	i
CCCCCCC1(C)NC(=O)N(C(C)C(=O)Nc2ccc(N3CCOCC3)cc2)C1=O (configuration not stated)	-1	16	i

Fetched one by one from the list above, two records:
SMILES	GSK3 alpha inh	HDAC3 inhib	KCNK3 inh
O=C(COC(=O)C1CC1)Nc1ccc(Cl)cc1Cl	-3	6	i
CC(=O)Nc1ccc(SCC(=O)Nc2ccc3c(c2)OCCO3)cc1	-4	8	i

Other structures follow.
SMILES	GSK3 alpha inh	HDAC3 inhib	KCNK3 inh
Cc1ccc(NS(=O)(=O)c2cc(C(=O)N(C)C3CCN(C)CC3)ccc2Cl)cc1Cl	-2	2	i
O=C(C[C@@H]1C/C=C\C[C@H](NC(=O)OCC2c3ccccc3-c3ccccc32)C(=O)OC[C@H]2CCCN2C1=O)N[C@H](CO)Cc1ccccc1	0	8	i
CCCOc1ccc(NC(=O)CC2C(=O)Nc3ccccc3N2CC(=O)N2CCCC2)cc1 (configuration not stated)	-3	-3	i
Cn1nc(C(=O)Nc2cccc(S(=O)(=O)N3CCOCC3)c2)c2ccccc2c1=O	-1	-2	i
Cc1ccc(SCC(=O)NC2CCS(=O)(=O)C2)cc1C (configuration not stated)	0	-10	i
O=S(=O)(c1ccc(Cl)cc1)N1CCN(c2ncnc3sccc23)CC1	1	2	i
CN(CCOc1ccc(Cl)cc1)c1ccc(S(=O)(=O)N2CCCCC2)cn1	-1	1	i
Cn1cc(S(=O)(=O)N2CCCC2)cc1C(=O)O	-2	0	i
Cn1c(N)c(C(=O)CSc2nnc(C3CC3)n2-c2ccccc2)c(=O)[nH]c1=O	8	-2	i
CN(C(=O)COc1cccc(C#N)c1)C1CCS(=O)(=O)C1 (configuration not stated)	-2	-10	i
C[C@@H]1CN([C@@H](C)CO)C(=O)c2cccc(NS(C)(=O)=O)c2O[C@H]1CN(C)C(=O)Nc1ccc(F)cc1	1	-7	i
CC(Sc1ncccn1)C(=O)NNC(=O)c1cccc(Cl)c1 (configuration not stated)	-1	-7	i
O=C(Nc1ccc(S(=O)(=O)N2CCCC2)cc1)c1cncc(Br)c1	1	5	i
CC1CCCN(C(=O)C2CCN(C(=O)Nc3ccccc3)CC2)C1 (configuration not stated)	2	-2	i
COc1ccccc1N1CC(C(=O)NCCC2=CCCCC2)CC1=O (configuration not stated)	0	-10	i
COc1ccc(S(=O)(=O)N2CCN(C(=O)c3cc4c(s3)CCCC4)CC2)cc1	13	2	i
COc1cccc(/C=C/C(=O)OCC(=O)NCCC2=CCCCC2)c1OC	0	1	i
O=C1CN(C(=O)COC(=O)c2ccc(Cl)c(S(=O)(=O)N3CCCCC3)c2)c2ccccc2N1	0	5	i

Only part of the results is shown; rates above refer to the full screens.
